Screens (PubChem)
HepG2 viability = kills HepG2 cells in TGF-b inhibitor counter-screen; HepG2 CAGA-GFP viability, ATP luminescence, 18 h; Potency, µM (top dose mostly 46.1 µM), for inactives: top-dose activity change, negative = cytotoxicity, actives largely listed as cytotoxic; 0.76% of 410,000 active; further: potency means the concentration at half of the fitted maximal effect; some results filed as inactive show a strong effect at the top dose
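HepG2 CAGA-GFP cells (1000/well, DMEM with 1% FBS) received compound, then TGF-beta at 500 pg/mL final, and were incubated 18 hours at 37 degrees C. Viability was read by CellTiter-Glo luminescence. Media-only wells were set as complete cell-killing and DMSO as no toxicity.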
ATXN2 expr inh = inhibitors of ATXN2 expression; HEK-293 ATXN2-luciferase reporter, luminescence, 24 h; AID 1745845; Potency, µM (top dose mostly 57 µM), for inactives: top-dose activity change, negative = inhibition, most hits filed as inhibitors; 0.72% of 360,000 active; further: potency means the concentration at half of the fitted maximal effect; on the % scale 0 is the no-effect control and ±100 the full control effect; nearly all actives have a fitted effect of over 55% in size
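ATXN2-luciferase reporter cells (luciferase flanked by upstream and downstream ATXN2 gene portions) were treated 24 h at 37 °C with compounds at up to 57 uM. SteadyGlo luminescence gave expression; GF-AFC fluorescence gave viability.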
EPAC2 agonist = EPAC2 (human) agonism. Potency, µM (highest dose often 154 µM), for inactives: at the highest dose activation, hits mostly activators. 0.079% of 360,000 active. AID 720711. EPAC2 activation, biochemical qHTS; response scale: 100% = 6.5 mM cAMP response; further: potency means the concentration at half of the fitted maximal effect; nearly all actives have a fitted effect of over 50% in size
Target sequence (Q8WZA2 whole entry, looked up): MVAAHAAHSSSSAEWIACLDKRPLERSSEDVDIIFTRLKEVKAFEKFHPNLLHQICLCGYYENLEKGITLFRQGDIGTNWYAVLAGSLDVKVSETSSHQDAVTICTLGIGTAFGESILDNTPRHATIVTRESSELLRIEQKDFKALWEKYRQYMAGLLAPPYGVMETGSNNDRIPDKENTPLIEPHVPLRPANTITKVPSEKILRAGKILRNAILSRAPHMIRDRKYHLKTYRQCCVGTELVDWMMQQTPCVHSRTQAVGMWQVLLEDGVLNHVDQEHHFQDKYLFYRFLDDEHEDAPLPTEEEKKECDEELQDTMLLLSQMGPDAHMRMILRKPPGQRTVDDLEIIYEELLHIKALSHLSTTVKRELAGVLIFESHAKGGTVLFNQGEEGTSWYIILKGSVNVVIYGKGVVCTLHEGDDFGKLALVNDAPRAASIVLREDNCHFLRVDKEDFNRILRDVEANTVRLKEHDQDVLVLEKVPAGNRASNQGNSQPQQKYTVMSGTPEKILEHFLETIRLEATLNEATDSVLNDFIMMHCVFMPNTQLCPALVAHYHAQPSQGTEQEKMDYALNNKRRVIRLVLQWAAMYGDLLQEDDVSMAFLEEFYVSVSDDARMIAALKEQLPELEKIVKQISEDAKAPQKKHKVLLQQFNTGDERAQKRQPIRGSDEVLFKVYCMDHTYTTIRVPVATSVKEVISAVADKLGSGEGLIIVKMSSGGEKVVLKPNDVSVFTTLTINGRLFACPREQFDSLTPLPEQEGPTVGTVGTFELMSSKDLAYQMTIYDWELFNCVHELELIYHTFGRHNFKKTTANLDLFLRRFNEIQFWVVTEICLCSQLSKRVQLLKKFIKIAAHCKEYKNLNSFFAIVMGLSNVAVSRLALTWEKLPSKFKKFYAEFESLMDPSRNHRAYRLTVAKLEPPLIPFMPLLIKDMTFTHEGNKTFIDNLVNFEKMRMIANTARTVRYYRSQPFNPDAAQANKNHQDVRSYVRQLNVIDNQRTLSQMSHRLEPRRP
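Fluorescence exchange assay: 100 nM EPAC2 with 250 nM RAP1B-BODIPY-GDP and 50 uM GDP; compounds tested as a concentration-titration series (qHTS). Loss of Rap1-bound BODIPY-GDP fluorescence read at 480/540 nm; data normalized to 6.5 mM cAMP.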
IL2 activator = activates IL-2 in a cell-based reporter assay. 0.065% of 360,000 active. activation, % (series mostly up to about 46 µM). AID 652025. IL-2 activation reporter assay, cell-based qHTS; stimulated with anti-CD3/CD4/CD28 beads; in transgenic mouse T cells; in the data active means activation above about 50%; inconclusive means mostly about 30% to 49%; further: 0% is about no effect
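Quantitative HTS in unstimulated transgenic mouse T cells, with memory T cells as non-tolerant control and PMA/ionomycin as tolerance-bypass control. Compound pretreatment lasted 60 minutes before 18 h bead stimulation; EGFP/DsRed fluorescence read.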
Nrf2 inh = blocks Nrf2 signaling; A549 ARE-Fluc reporter, luciferase luminescence, 18-24 h; Potency, µM (top dose mostly 46 µM), for the others: at the top dose activity change, negative = inhibition, usual class: inhibitors; 2.1% of 360,000 active; AID 504444; further: potency means the concentration at half of the fitted maximal effect; on the % scale 0 is the no-effect control and ±100 the full control effect; nearly all actives have a fitted effect of over 60% in size
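Nrf2 function is reported as luminescence of an ARE-controlled luciferase in A549 cells. Compounds were tested at several concentrations, and a CellTiter-Fluor read on the same wells flagged cytotoxicity.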
ATXN viability = reduces viability in counter-screen for ATXN expression inhibitors | AID 651635 | Potency, µM (highest dose often 56.7 µM), most hits filed as cytotoxic | S2 cells (HEK-293 line with an ATXN2-luciferase reporter) viability, CellTiter-Fluor protease fluorescence, 24 h | 0.49% of 400,000 active; further: potency means the concentration at half of the fitted maximal effect; nearly all actives have a fitted effect of over 40% in size
Nrf2 ARE act = activates Nrf2 signaling. 0.31% of 410,000 active. AREc32 ARE-luciferase reporter (MCF7-derived line), luminescence, 24 h. AID 624171. Potency, µM (titrated, usually from 46.1 µM), without a hit: at the top dose activation, usual class: activators; further: potency means the concentration at half of the fitted maximal effect; % of control where 0% means no effect; nearly all actives have a fitted effect of over 65% in size
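Steps: seed AREc32_Fluc cells (1000/well, 5% FBS OPTI-MEM); incubate overnight at 37 deg C; add 23 nL compound; incubate 24 hr; add Steady-Glo; hold 30 min RT; read luminescence.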
TGFb inhibitor = TGF-b pathway inhibition. HepG2 CAGA-GFP TGF-b/SMAD3 reporter, GFP fluorescence, 18 h; TGF-beta stimulated, 500 pg/mL final. Potency, µM (doses to about 46.1 µM), for the others: top-dose activity, negative = inhibition, usual class: inhibitors. 1.2% of 410,000 active; further: potency means the concentration at half of the fitted maximal effect; on the % scale 0 is the no-effect control and ±100 the full control effect; nearly all actives have a fitted effect of over 65% in size
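Using HEPG2 CAGA-GFP reporter cells at 1000 cells/well, we pinned test compounds, stimulated with recombinant TGF-beta (500 pg/mL final) and measured total well GFP after 18 h.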
A549 tox = kills or reduces viability of A549 cells in Nrf2 counter-screen | A549 ARE-Fluc cells, CellTiter-Fluor viability, 18-24 h | 0.16% of 390,000 active | AID 504648 | Potency, µM (series often up to 46 µM), inactives show top-dose activity change, negative = cytotoxicity, actives largely listed as inhibitors; further: potency means the concentration at half of the fitted maximal effect; on the % scale 0 is the no-effect control and ±100 the full control effect
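A549 ARE_Fluc cells in 5% FBS OPTI-MEM were exposed to compounds in concentration-response for 18-24 h at 37 deg C. Viability was read by CellTiter-Fluor fluorescence (Ex 405/Em 525) after 30 min, before the luciferase read.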
Starred values were filed as active, the others as inactive; i = inactive; ? = inconclusive; / = not tested or not shown; [ ] = remark or other dose. Unless noted, the call rests on the fitted dose curve; in most records, active means well fitted curve in the direction sought with a large enough effect; inconclusive means small, poorly fitted or top-dose-only effect, or another doubt; inactive means no such curve, though single readings can be large; an effect the other way counts as inactive or inconclusive. Not a hit list, and some 4.3% of all compounds hit somewhere here.

Below each compound: HepG2 viability, ATXN2 expr inh, EPAC2 agonist, IL2 activator, Nrf2 inh, ATXN viability, Nrf2 ARE act, TGFb inhibitor, A549 tox
[1] C=CCNc1nc(N)c([N+](=O)[O-])c(NC2CCCCC2)n1
    -10%, 0%, 7%, -3.0, 5%, i, -0.3%, 9%, 5%
[2] CCCc1cc(=O)[nH]c(SCC(=O)c2c(N)n(C)c(=O)n(C)c2=O)n1
    -36%, -7%, 7%, 0.6, 6%, i, -1.0%, 0%, ?
[3] Cc1csc2nc(COC(=O)c3ccc(F)cc3)cc(=O)n12
    -16%, -9%, /, /, ?, i, 4.2%, -2%, 1%
[4] Cn1c(O)c(N=NC(=O)CNC(=O)/C=C/c2ccccc2)c2ccccc21
    -10%, -7%, 5%, -1.8, -14%, i, 2.9%, 4%, 8%
[5] Cc1ncoc1C(=O)Nc1cccc(Cl)c1C
    1%, 19%, 4%, -0.6, 11%, i, 0.0%, -16%, -5%
[6] Cc1nn(C)c(Oc2ccccc2)c1[N+](=O)[O-]
    0%, /, 8%, 2.7, -14%, /, ?, -16%, -11%
[7] Cc1cc(O)c(C(=O)/C=C/c2cccc([N+](=O)[O-])c2)c(=O)o1
    -6%, -4%, 6%, -3.4, 5%, i, 22µM*, -11%, 2%
[8] Cc1ccc(CN2CCN(/N=C/c3ccc(C(=O)O)cc3)CC2)c(C)c1
    -16%, -18%, 0%, 0.3, -4%, i, 0.9%, 8%, -4%
[9] C/C(N)=C(/C#N)C(=O)COC(=O)C1CCN(C(=O)c2ccc(Cl)cc2)CC1
    -5%, -2%, 7%, -0.4, -5%, i, -0.1%, 4%, -5%
[10] COc1ccc(-c2cc(C(F)(F)F)nc(SCC(=O)Nc3ccc4c(c3)OCO4)n2)cc1
    -10%, -1%, 6%, 0.2, -11%, i, 0.8%, 3%, 1%
[11] COC(=O)C1CCN(C(=O)COC(=O)c2ccc3[nH]c4c(c3c2)CCCC4)CC1
    -12%, 15%, -1%, -3.2, 16%, i, 0.5%, -1%, -5%
[12] Cc1cc(C)cc(C(O)c2ncc(-c3ccccc3)[nH]2)c1 (configuration not stated)
    -21%, 2%, 5%, -0.3, /, i, -0.7%, -3%, /
[13] CCOC(=O)c1sc(N/N=C/c2cccc(C)c2)nc1C
    -26%, 32%[activator], -14%, -2.8, ?, i, 3.3%, -13%, 0%
[14] O=C1NC(c2ccccc2)N=C2Oc3ccccc3C=C12 (configuration not stated)
    -14%, 0%, 3%, -4.9, ?, i, ?, -26%, -12%
[15] CCOc1ccc(NC(=O)c2ccccn2)cc1
    -68%, 10µM*, 20%, -0.4, ?, i, -2.4%, ?, 4%
[16] CC(=O)Nc1nonc1-n1nnc(C(=O)NCc2ccccc2)c1C
    28%, -1%, 7%, -0.6, -29%, i, -0.1%, 0%, 5%
[17] COc1ccc(S(=O)(=O)N2CCOC2CNC(=O)C(=O)NCc2ccccn2)cc1OC (configuration not stated)
    -7%, /, 2%, -1.4, /, ?, -0.1%, 0%, /
[18] Clc1ccc(Cn2nnc(-c3ccccc3)n2)cc1
    8%, 23%, 4%, 0.3, ?, i, -0.2%, 0%, 2%
[19] Nn1c(COc2cccc(Cl)c2)nc2ccccc2c1=O
    5%, 32%, -8%, 0.0, 1%, i, 5.0%, 12%, 2%
[20] CN(C)CCCNCCCNC(=O)c1ccncc1
    10%, 0%, -3%, -3.6, 3%, i, 0.4%, -2%, 14%
[21] CCc1nc(C)cn1S(=O)(=O)c1cc(F)ccc1OC
    4%, 6%, 3%, -2.5, 0%, i, -0.1%[9.22 µM], 5%, 0%
[22] Fc1ccc(CSc2nnc(-c3cccnc3)n2Cc2ccco2)cc1
    -28%, 0%, -1%, -2.5, -2%, i, -1.1%, -6%, 3%
[23] COCC(=O)N1CCCC(C(=O)c2ccc(-c3ccccc3)cc2)C1 (configuration not stated)
    -27%, -21%, 12%, 0.5, -4%, i, 1.3%, -22%, -2%
[24] CCCCN1CC(=O)N2[C@H](c3ccc(OC)cc3)[C@@H]3C(=O)N(CC)C(=O)[C@@H]3[C@]2(C)C1=O
    0%, -4%, -1%, 0.6, -12%, i, -0.5%, -1%, -1%
[25] COCCCN(C(=O)CCOc1ccc(C(C)(C)C)cc1)c1c(N)n(Cc2ccccc2)c(=O)[nH]c1=O
    -16%, 4%, -11%, -0.6, -8%, i, 0.3%, 1%, -1%
[26] COc1ccc(OC(F)(F)F)cc1CC1(C)C(=O)Nc2cccc(Cl)c21 (configuration not stated)
    -92%, ?, -6%, -0.5, /, ?, -1.3%, ?, /
[27] COc1ccccc1N1CCN(C2CCCN(C(=O)c3ccoc3C)C2)CC1 (configuration not stated)
    -16%, -13%, 11%, -4.2, 2%, i, 0.0%, ?, 8%
[28] CCCCCc1ccc(OCCCC[n+]2ccc(C)cc2)c(CCCCC)c1
    -97%, -32%[11.3 µM], 1%, -3.4, 10µM*, ?, -1.7%, 11µM*, -19%
[29] COc1ccc(C(=O)N2CCN(c3ccc(C)cc3C)CC2)cc1OC
    -34%, -29%, 9%, -2.4, ?, i, 0.0%, 1%, 1%
[30] COc1ccc2c(c1)OC[C@H]1[C@H]2N2C(=O)CN(Cc3ccc(F)cc3)C(=O)[C@@]2(C)[C@H]1c1ccccc1
    -17%, 0%, 11%, -0.6, ?, ?, 2.5%, -6%, -7%

Single values from the entries so far:
EPAC2 agonist, Nn1c(COc2cccc(Cl)c2)nc2ccccc2c1=O stands at -8%
TGFb inhibitor, Cc1ncoc1C(=O)Nc1cccc(Cl)c1C stands at -16%
ATXN2 expr inh, CC(=O)Nc1nonc1-n1nnc(C(=O)NCc2ccccc2)c1C stands at -1%

TGFb inhibitor, what is marked active above
no.	SMILES	TGFb inhibitor
28	CCCCCc1ccc(OCCCC[n+]2ccc(C)cc2)c(CCCCC)c1	11µM*

Later entries:
Below each compound: HepG2 viability, ATXN2 expr inh, EPAC2 agonist, IL2 activator, Nrf2 inh, ATXN viability, Nrf2 ARE act, TGFb inhibitor, A549 tox
[31] OC(COCc1cccs1)CN1CCCCCC1 (configuration not stated)
    -35%, -2%, 7%, -2.1, /, i, 0.0%, 16%, 11%
[32] c1ccc2c(c1)NCCS2
    0%, 41%[activator], -5%, 1.3, 25%, i, 0.7%, 0%, -5%
[33] COCCCNC(=O)CC1C[C@H](C(=O)N2CCOCC2)[C@@]2(C)c3[nH]c4ccc(OC)cc4c3CCN2C1=O (some centres not stated)
    -10%, 5%, 8%, 0.6, 8%, i, -1.1%, -8%, 1%
[34] COc1ccc(C)cc1NC(=O)NCCCCc1ccccc1
    -18%, -4%, 9%, -1.7, -6%, i, -0.5%, -27%, 0%
[35] CCC(O)(Cc1ccccn1)Cc1ccccn1
    2%, 4%, 4%, 0.7, 17%, i, -0.2%, -12%, 0%
[36] CCOC(=O)C1(Cc2ccccc2)CCN(Cc2cn[nH]c2-c2ccccc2)CC1
    -34%, -26%, 8%, 0.5, -31%, i, 0.0%, -33%, -6%
[37] O=C1CS/C(=N/N=C2C3CC4CC(C3)CC2C4)N1
    9%, -5%, -1%, -4.7, -11%, ?, 0.0%, 3%, 1%
[38] CCOc1ccccc1OCC(=O)NN=C1CCCC(=O)C1
    -23%, 14%, 11%, 1.0, 1%, i, 3.9%, 34%[activator], 1%
[39] COc1cc(NC(=O)NC(C)(C(F)(F)F)C(F)(F)F)cc(OC)c1OC
    1%, -13%, -9%, -2.7, -6%, i, 2.8%, -9%, 5%
[40] O=C(N/N=C/c1cn(-c2cccs2)nc1-c1ccccc1)c1ccccc1Cl
    2%, 28%, 17%, -0.4, -16%, i, 4.5%, ?, 0%
[41] COc1cccc(N2CC(NC(=O)/C=C\c3ccc4c(c3)OCO4)CC2=O)c1 (configuration not stated)
    -19%, /, /, /, /, /, 6.1%, -1%, 10%
[42] CC(C)NC(=O)C(c1ccc(F)cc1)N(C(=O)CCC(=O)Nc1ccccn1)c1cccc(F)c1 (configuration not stated)
    0%, -14%, -1%, 1.0, ?, i, 0.5%, 6%, 5%
[43] COC(=O)c1ccccc1NC(=O)CSc1c2c(nc3ccc(Cl)cc13)CCCC2
    -14%, /, /, /, 3%, /, 9.6%, -27%, 0%
[44] COc1ccc(CCNC(=O)CCCn2c(=O)c3ccccc3n(Cc3ccccc3C#N)c2=O)cc1OC
    -2%, 12%, /, /, 7%, i, -0.5%, 0%, -2%
[45] CCCCS(=O)(=O)c1nc(-c2ccc(Br)cc2)cc(-c2ccccc2)c1C#N
    -83%, /, /, /, -27%, /, 5.7%, ?, -8%
[46] CC(C)CCNC(=O)C(c1cccs1)N(CC1CCCO1)C(=O)Cn1nnc2ccccc21 (configuration not stated)
    13%, -1%, -11%, 2.7, -4%, i, -0.5%, 12%, -6%
[47] CCC(C)c1cc(S(=O)(=O)N2CCOCC2)ccc1OC (configuration not stated)
    16%, 2%, -1%, -0.4, /, i, 0.0%, 23%, 9%
[48] O=C1N[C@@H](c2ccccc2)COC(=O)[C@@H](Cc2ccc(F)cc2)C/C=C\C[C@@H]1CC(=O)N(CCO)Cc1ccccc1
    -4%, 0%, -9%, -0.7, ?, ?, 0.3%, 13µM*, -22%
[49] CCCCN1C(=O)C(CC(=O)NC2CCCC2)CC(C(=O)N(C(C)C)C(C)C)=C1C (configuration not stated)
    -16%, 1%, 13%, -1.6, /, i, 0.4%, 1%, /
[50] O=C(Nc1ccc2c(c1)OCO2)C1CC(=O)N(CCc2ccccc2)C1 (configuration not stated)
    -3%, 6%, -4%, -2.7, -1%, i, -0.1%, 8%, -13%
[51] COc1cc(C(=S)N2CCN(c3cccc(Cl)c3)CC2)ccc1O
    -9%, -20%, 2%, -3.1, 0%, i, -0.6%, -22%, 4%
[52] Cc1cccc(NC(=O)c2ccc(CNS(=O)(=O)c3ccc4c(c3)C(C)(C)C(=O)N4C)cc2)c1
    -12%, /, /, /, 21µM*, /, 0.3%, -28%, -16%
